MrgX1 agonist = human MrgX1 receptor agonism, primary screen; Q96LB2; MrgX1-HEK293 cells, Fluo-4 calcium fluorescence, agonist mode; stronger effect = higher value; B-score at 10 µM; actives 0.44% (n = 310,000);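 active = calcium response B-score plate-corrected fluorescence ratio at least 3 library SD, with starting fluorescence B-score inside 5 SD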
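Test system: HEK293 cells stably expressing human MrgX1 receptor; amount: 15,000 cells per well; doses: compound delivered in addition one of three; times: overnight plating before 1 h dye loading; detection: Fluo-4 NW calcium-flux fluorescence, kinetic read; read-out basis: B-scored fluorescence response ratio; controls: positive and negative controls per plate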
TRPC4 PAM = allosterically enhances the mouse TRPC4 cation channel | HEK293 TRPC4beta/mu-opioid, DAMGO EC20, Fluo-4 Ca2+ flux; stronger effect = higher value | B-score at 10 µM | actives 0.42% (n = 310,000);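 active = B-score of calcium response area above 5 SD of library B-scores, with initial fluorescence ratio within 5 SD of library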;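 also: B-score of integrated fluorescence ratio over time as area under calcium response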
MrgX1 allo act = allosterically activates human MrgX1 receptor signaling. Q96LB2. MrgX1-HEK293, Fluo-4 calcium flux, FDSS; stronger effect = higher value. B-score at 10 µM. actives 0.63% (n = 310,000). AID 588675;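 active = plate-corrected calcium response at least 3 library SD above typical, normal starting fluorescence, not activating the receptor alone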;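 also: compound read alongside a low EC10 to EC30 dose of BAM8-22 agonist; peak minus trough fluorescence over baseline measured at the second addition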
TRPC6 act = activators of mouse TRPC6 channel | HEK293-TRPC6 membrane potential dye fluorescence; stronger effect = higher value | B-score at 10 µM | actives 0.13% (n = 310,000) | AID 2550;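 active = B-score of the integrated fluorescence ratio above library mean plus 3 SD, and starting fluorescence ratio within library mean plus 5 SD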;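 also: higher score means more depolarization so channel activation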
Target sequence (Q61143 whole entry, looked up): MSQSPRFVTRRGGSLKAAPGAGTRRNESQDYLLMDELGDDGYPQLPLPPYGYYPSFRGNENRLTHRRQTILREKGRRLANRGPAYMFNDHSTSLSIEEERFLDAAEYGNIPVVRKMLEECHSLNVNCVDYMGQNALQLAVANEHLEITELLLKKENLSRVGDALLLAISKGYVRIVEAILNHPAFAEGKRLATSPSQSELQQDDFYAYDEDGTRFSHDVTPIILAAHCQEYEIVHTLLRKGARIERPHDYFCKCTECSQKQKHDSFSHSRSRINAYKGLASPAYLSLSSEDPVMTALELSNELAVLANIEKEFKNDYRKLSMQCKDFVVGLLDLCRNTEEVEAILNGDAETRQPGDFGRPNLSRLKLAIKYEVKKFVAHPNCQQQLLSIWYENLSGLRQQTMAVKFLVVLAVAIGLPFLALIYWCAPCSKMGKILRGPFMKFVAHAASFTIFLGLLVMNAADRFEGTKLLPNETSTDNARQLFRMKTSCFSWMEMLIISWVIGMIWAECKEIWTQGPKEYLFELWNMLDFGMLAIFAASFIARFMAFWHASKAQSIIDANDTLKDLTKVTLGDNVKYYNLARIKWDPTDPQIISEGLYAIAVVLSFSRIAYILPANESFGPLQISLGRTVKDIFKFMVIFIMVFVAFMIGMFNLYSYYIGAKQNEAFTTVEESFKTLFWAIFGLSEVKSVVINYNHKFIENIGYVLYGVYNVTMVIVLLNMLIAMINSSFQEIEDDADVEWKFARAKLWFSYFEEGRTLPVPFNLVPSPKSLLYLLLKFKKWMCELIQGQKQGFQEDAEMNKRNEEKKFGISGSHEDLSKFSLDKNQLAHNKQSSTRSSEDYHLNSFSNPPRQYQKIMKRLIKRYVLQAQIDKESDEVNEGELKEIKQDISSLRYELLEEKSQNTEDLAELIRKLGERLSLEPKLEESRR
MrgX1 antagonist = blocks BAM8-22 activation of human MrgX1 receptor; Q96LB2; MRGX1-HEK293 calcium flux, Fluo-4, BAM8-22 antagonism; stronger effect = lower value; B-score at 10 µM; actives 1.3% (n = 310,000);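 active = calcium-response B-score plate-corrected more than 3 library SD below zero, starting fluorescence within 5 deviations, no agonist response on first addition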;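 also: peak minus trough fluorescence over baseline after final BAM8-22 challenge near maximal dose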
ANO1 block = mouse TMEM16A channel inhibition, primary screen | Q8BHY3 | HEK293 TMEM16A/YFP iodide influx fluorescence, ionomycin | normalized B-score (activity score, 25-100; higher = stronger inhibition) at 10 µM | actives 1.2% (n = 310,000) | AID 588511;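 active = ratio plate-corrected score three or more library SD toward inhibition, starting fluorescence score within five deviations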;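 also: score derived from kinetic fluorescence span divided by baseline fluorescence per well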
TRPC4 inh = blocks the mouse TRPC4 cation channel | Q9QUQ5 | HEK293 TRPC4beta/mu-opioid, DAMGO-evoked Fluo4 calcium flux; stronger effect = lower value | B-score at 10 µM | actives 0.39% (n = 300,000) | AID 2247;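 active = B-score over 3 SD under the library average, no early fluorescence shift, positive overall ratio signal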
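Assay system: HEK293 cells with stable TRPC4beta plus mu-opioid receptor expression; Probe or stimulus: DAMGO in two steps, submaximal then maximal; Dosing: single-point compound dosing; Measured by: Fluo4 calcium-dye fluorescence, kinetic read; Read-out basis: B score from integrated Fluo4 fluorescence ratio.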
TMEM16A act = mouse TMEM16A channel activation, primary screen; Q8BHY3; HEK293 TMEM16A/YFP-H148Q/I152L, iodide quench fluorescence; stronger effect = lower value; B-score at 10 µM; actives 0.3% (n = 340,000);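 active = fluorescence-ratio B-score plate-corrected deviation score at least 3 library SD below zero, with starting fluorescence score within 5 deviations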;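 also: channel opened by trigger with iodide after compound preincubation; score built on the fluorescence ratio of max minus min over baseline; more negative score means more quench and so TMEM16A activation or potentiation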
TRPC4 act = TRPC4 (mouse) channel activation; B-score at 10 µM; Q9QUQ5; AID 2237; actives 0.49% (n = 310,000); HEK293 TRPC4beta/mu-opioid, Fluo4 calcium fluorescence; stronger effect = higher value;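 active = B-score above 5 SD of library B-scores, and initial fluorescence ratio not above library mean plus 5 SD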;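 also: positive B-score marks a calcium rise read as TRPC4 activation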
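Incubation: 45 min room-temperature Fluo4 loading, 110 s read / System: HEK293 cells stably co-expressing mouse TRPC4beta and mu-opioid receptor / Signal: Fluo4 fluorescence, kinetic / Control set: buffer (low) and maximal DAMGO (high) / Measure: integrated baseline-normalised fluorescence ratio, converted to per-well B score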
SKKanGAS inh = inhibitors of SKKanGAS S. pyogenes growth in kanamycin (SK-promoter or general growth effect); actives 1.3% (n = 300,000); inhibition, % at 7.5 µM; BacTiter-Glo, 6 h; AID 1662;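 active = mean replicate score, as percent of positive control median, at least 50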;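 also: strain carries kanamycin resistance gene driven by streptokinase promoter and grows in 40 µg/ml kanamycin; loss of luminescence reflects streptokinase promoter inhibition or plain growth inhibition; 0% = median of DMSO wells and 100% = positive control at its reference dose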
TRPC6 inhibitor = mouse TRPC6 channel inhibition; Q61143; HEK293-TRPC6, membrane potential dye, ACh-evoked depolarization; stronger effect = lower value; B-score at 10 µM; actives 1.1% (n = 310,000); AID 2553;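 active = B-score under library mean minus 3 SD, initial fluorescence not abnormally high, positive integrated signal ratio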;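 also: B-score derived from integrated fluorescence ratio over the kinetic read; more negative B-score means stronger inhibition of depolarization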
Starred values were filed as active, the others as inactive; i = inactive; · = not tested or not shown. Random draw from the library; about 6.7% have a hit in one of these screens.

SMILES	MrgX1 agonist	TRPC4 PAM	MrgX1 allo act	TRPC6 act	MrgX1 antagonist	ANO1 block	TRPC4 inh	TMEM16A act	TRPC4 act	SKKanGAS inh	TRPC6 inhibitor
O=C(NCc1ccncc1)Nc1cc(Cl)ccc1Cl	i	i	i	i	i	i	i	i	i	1	i
Cn1c(C(=O)NCCCN2CCCCCC2)cc2c(=O)n(C)c3ccccc3c21	i	·	i	·	i	i	·	i	·	·	·
O=C(c1cccnc1Cl)N1CCOCC1	i	i	i	i	i	i	i	i	i	-9	i
Cn1nnc2cc(C(=O)NC3CC3)ccc21	i	i	i	i	i	i	i	-29*	i	-5	i
Cc1cc(C)n(CCOC(=O)c2sc3ccccc3c2Cl)n1	i	i	i	i	i	i	i	i	i	3	i
CCn1c(=O)c2ccccc2n2c(SCC(=O)N3CCc4ccccc4C3)nnc12	i	i	i	i	i	i	i	i	i	-18	i
O=C(Cn1c(=O)c2cccn2c2cccnc21)N1CCN(c2ccc(Cl)cc2)CC1	i	i	i	i	i	i	i	i	i	-5	i
Cc1cc([N+](=O)[O-])nn1CCCC(=O)Nc1ccc2c(c1)OCO2	i	i	i	i	i	i	i	i	i	-1	i
COc1cc(C(=O)NCC(=O)N/N=C/c2ccc(OC(=O)c3ccco3)cc2)cc(OC)c1OC	i	i	i	i	i	i	i	i	i	1	i
Fc1ccc(Nc2ccnc(C(F)(F)F)c2)cc1	i	i	i	i	i	i	i	i	i	3	i
NC(=O)c1ccsc1NC(=O)COC(=O)CSc1ccc(Cl)cc1	i	i	i	i	i	i	i	i	i	2	i
C=C1C2(C(=O)Nc3ccc(SC(F)F)cc3)CCC(C2)C1(C)C (stereo not given)	i	i	i	i	i	i	i	i	i	11	i
CC(C)(C)NC(=O)CSc1nc2scc(-c3ccccc3)c2c(=O)[nH]1	i	i	i	i	i	i	i	i	i	16	i
COc1ccc(C2SCC(C(=O)O)N2C(C)=O)cc1 (stereo not given)	i	i	i	i	i	i	i	i	i	-7	i
CN(C(=O)Nc1ccc(Cl)cc1)c1c2c(nn1C)CCCC2	i	i	i	i	i	i	i	i	i	-1	i
O=C(CCC(=O)N(CC(=O)NC1CCCCC1)c1ccccc1F)Nc1nccs1	i	i	i	i	i	i	i	i	i	0	i
O=C(Cc1ccc(Br)cc1)N1CCOCC1	i	i	i	i	i	i	i	i	i	-16	i
O=C(Cn1nc(C(F)(F)F)c2c1CCC2)NCc1ccc(F)cc1	i	i	i	i	i	i	i	i	i	8	i
Cc1ccc(C(=O)NCC(c2ccco2)N2CCOCC2)cc1 (stereo not given)	i	i	i	i	i	i	i	i	i	-1	i
O=C(Nc1ccccc1)c1csc(-c2ccccc2)n1	i	i	i	i	i	i	i	i	i	8	i
CC(=O)N1CCC2(CC1)C(C#N)=C(N)OC1=C2C(=O)CC(C)(C)C1	i	i	i	i	i	i	i	i	i	3	i
Cc1c(C(=O)N/N=C/c2cccnc2)sc(N)c1C#N	i	i	i	i	i	i	i	i	i	12	i
CC(C)(C)NC(=O)C(c1cccs1)N(Cc1cccs1)C(=O)c1csnn1 (stereo not given)	i	i	i	i	i	i	i	i	i	-14	i
CCSc1nc2c([nH]c3ccccc32)c(=O)n1C	i	i	i	i	i	i	i	i	i	-5	i
COc1ccc(-n2c(=S)[nH]c3cc(C(=O)NCc4cccnc4)ccc3c2=O)c(OC)c1	i	i	i	i	i	i	i	i	i	0	i
COc1ccc(C2C/C(=N\O)C(C)(C)O2)cc1 (stereo not given)	i	i	i	i	i	i	i	i	i	1	i
O=C(Nc1cccc(Cl)c1)c1ccc(F)c(S(=O)(=O)N2CCN(c3ccccn3)CC2)c1	i	i	i	i	i	i	i	i	i	35	i
COc1ccc(-c2nnc(SCC(=O)NNC(=O)c3ccc(C)cc3)o2)cc1	i	i	i	i	i	i	i	i	i	4	i
COc1cc(C(=O)Nc2ccccc2SCc2cc(=O)n3nc(C)sc3n2)cc(OC)c1OC	i	i	i	i	i	i	i	i	i	-11	i
O=C(COC(=O)COc1cccc(C(F)(F)F)c1)NC(=O)NC1CCCCC1	i	i	i	i	i	i	i	i	i	7	i
Cc1oc2c(CN3CCCCC3C)c(O)ccc2c(=O)c1-c1ccc(Br)cc1 (stereo not given)	i	i	i	i	i	i	i	i	i	4	i
CCc1cc2c(=O)c(-c3nc4ccccc4n3C)c(C)oc2c(CN2CCCCC2)c1O	i	i	i	i	i	i	i	i	i	-8	i
COc1ccc(S(=O)(=O)Cc2ccc(C(=O)NCCc3ccc(S(N)(=O)=O)cc3)o2)cc1	i	i	i	i	i	i	i	i	i	0	i
CCCc1[nH]nc2c1C(Cc1ccccc1)C(C#N)=C(N)O2 (stereo not given)	i	i	i	i	i	i	i	·	i	-9	i
Cc1ccc(Oc2nc3ccccn3c(=O)c2/C=C(\C#N)C(=O)NC2CCS(=O)(=O)C2)c(C)c1 (stereo not given)	i	i	i	i	i	i	i	i	i	-2	i
Brc1ccc2c(c1)[C@H]1OCC[C@H]1[C@@H](c1cccs1)N2	i	i	i	i	i	i	i	i	i	-7	i
COc1ccc(OC)c(C(=O)CSc2nccc(-c3ccc(Br)cc3)n2)c1	i	i	i	i	i	i	i	i	i	-1	i
N#Cc1c(-c2ccco2)cc(-c2ccccc2)[nH]c1=O	i	i	i	i	i	i	i	i	i	-18	i
CCOC(=O)c1oc2cccc(OCC(O)CNC(C)C)c2c1C (stereo not given)	i	i	i	i	i	i	i	i	i	-2	i
C=CCOC(=O)C1=C(C)NC(=O)NC1/C=C/c1ccccc1 (stereo not given)	i	i	i	i	i	i	i	i	i	-4	i
COc1cccc(NC(=O)C2CCCN(S(=O)(=O)c3cccc4nonc34)C2)c1 (stereo not given)	i	i	i	i	i	i	i	i	i	-9	i
O=C(Nc1ccc(OC(F)(F)F)cc1)C1=NCCN1	i	i	i	i	i	i	i	i	i	-3	i
CCn1c(CNC(=O)c2ccco2)nnc1SCC(=O)Nc1ccccc1Cl	i	i	i	i	i	i	i	i	i	-2	i
CCCSc1nnc(NC(=O)c2nc(SC)ncc2Cl)s1	i	i	i	i	i	i	i	i	i	12	i
CCc1nnc(NC(=O)c2cc(-c3ccccc3)nn2-c2ccccc2)s1	i	i	i	i	i	i	i	i	i	19	i
Cc1ccc(-n2c3nc(=O)n(C)c(=O)c-3cc3ccccc32)cc1	i	i	i	i	i	i	i	i	i	-1	i
Cc1ccc(NC(=O)CSc2nnc(NC(=O)C(C)C)s2)c(C)c1	i	i	i	i	i	i	i	i	i	-2	i
N#C/C(=C\Nc1ccc2cn[nH]c2c1)c1nc(-c2ccc(Cl)cc2)cs1	i	i	i	i	i	i	i	i	i	3	i
CC(C)(C)c1cc(C(=O)NC2CC2)n(Cc2ccc(F)cc2)n1	i	i	i	i	i	i	i	i	i	-4	i
Cc1ccc(-n2nc(C(=O)N/N=C/c3cccc(C(F)(F)F)c3)c3ccccc3c2=O)cc1C	i	i	i	i	i	i	i	·	i	-1	i
S=C(Nc1ccccc1)Nn1cnnc1	i	i	i	i	i	i	i	i	i	-14	i
Cc1ccc(S(=O)(=O)NN/C(=N/S(=O)(=O)c2ccccc2)c2ccccc2)cc1	i	i	i	i	i	i	i	i	i	14	i
CCCn1nnnc1NCc1ccccc1C	i	i	i	i	i	i	i	i	i	-1	i
Cc1onc(-c2c(F)cccc2Cl)c1C(=O)NCCN1CCNC1=O	i	i	i	i	i	i	i	i	i	15	i
O=C(Cn1nnc(-c2ccccc2)n1)N/N=C/c1cc([N+](=O)[O-])c(Cl)cc1Cl	i	i	i	i	i	i	i	i	i	-6	i
NC(=O)Nc1n[nH]c(-c2ccccc2)n1	i	i	i	i	i	i	i	i	i	-2	i
CCOC(=O)CN1C(=O)C(Sc2n[nH]c(-c3cccc(C)c3)n2)CCc2ccccc21 (stereo not given)	i	i	i	i	i	i	i	i	i	7	i
CCc1cc(=O)oc2cc(OCC(=O)N3CCC(C(N)=O)CC3)ccc12	i	i	i	i	i	i	i	i	i	3	i
CCOc1ccc2nc(NC(=O)CN3CCOCC3)sc2c1	i	i	i	i	i	i	i	i	i	-5	i
Cc1cccc(Cn2c(SCCN3CCOCC3)nc3c2c(=O)n(C)c(=O)n3C)c1	i	i	i	i	i	i	i	i	i	-6	i

TMEM16A act, entries above that show a hit
| SMILES | MrgX1 agonist | TRPC4 PAM | TRPC6 act | MrgX1 antagonist | TRPC4 inh | TMEM16A act |
| --- | --- | --- | --- | --- | --- | --- |
| Cn1nnc2cc(C(=O)NC3CC3)ccc21 | i | i | i | i | i | -29* |

New compounds follow.
SMILES	MrgX1 agonist	TRPC4 PAM	MrgX1 allo act	TRPC6 act	MrgX1 antagonist	ANO1 block	TRPC4 inh	TMEM16A act	TRPC4 act	SKKanGAS inh	TRPC6 inhibitor
COc1ccc(N2C(=O)C3CCCN3C2=S)cc1 (stereo not given)	i	i	i	i	i	i	i	i	i	-3	i
COCCNc1nc(N)c([N+](=O)[O-])c(NCC2CCCO2)n1 (stereo not given)	i	i	i	i	i	i	i	i	i	-7	i
COC(=O)N/N=C\c1c(C)nn(-c2ccccc2)c1Cl	i	i	i	i	i	i	i	i	i	2	i
Cc1cc(C)c(C(=O)C(C)OC(=O)Cc2n[nH]c(=O)c3ccccc23)cc1C (stereo not given)	i	i	i	i	i	i	i	i	i	0	i
O=C(O)c1ccccc1CSc1nc2ccccc2[nH]1	i	i	i	i	i	i	i	i	i	-1	i
CCOc1cccc(SCc2noc(C(=O)NCCOC)c2C(=O)O)c1	i	i	i	i	i	i	i	i	i	9	i
O=C(NCC1CCN(c2ccc(S(=O)(=O)N3CCOCC3)cc2)CC1)c1cccc(Cl)c1	i	i	i	i	i	i	i	i	i	-2	-6.3*
CC(=O)c1ccc(OCC(=O)NCC(c2ccco2)N2CCCCC2)cc1 (stereo not given)	i	i	i	i	i	i	i	i	i	-17	i

Screening data from PubChem.
